# ERK EGF inh – qHTS Assay for Inhibitors of the ERK Signaling Pathway using a Homogeneous Screening Assay; Stimulation with EGF; HEK293-V1b, EGF-stimulated phospho-ERK AlphaScreen; Potency, µM (titrated, usually from 11.5 µM), for inactives: at the highest dose activity change, negative = inhibition, hits mostly inhibitors; hit rate 0.41% among 130,000; active means well fitted inhibition curve with a large enough effect; inconclusive means small, poorly fitted or top-dose-only effect, or effect the other way;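 further: plate controls were stimulated vehicle wells for no effect and unstimulated vehicle basal for full effect; nearly all actives have a fitted effect of over 55% in size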
#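 Readout: AlphaScreen signal for phosphorylated ERK in lysed HEK293 cells stably expressing V1b. Stimulus 25 nM EGF, 5 min, following 30 min compound exposure. Data scaled to DMSO basal and full EGF activation.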
# Numbers without * were called inactive; ? = inconclusive; [ ] = remark or other dose. Potency means the concentration at half of the fitted maximal effect. Some of the compounds tested, so the mix of outcomes need not match the whole.
ERK EGF inh | Molecule
-9.1% | O=S(=O)(c1ccc(Oc2ccc(S(=O)(=O)N(CCO)CCO)cc2)cc1)N(CCO)CCO
5.2% | COc1cc(C(=O)NC(CCSC)C(=O)OCC(=O)C(C)(C)C)cc(OC)c1OC (stereo not drawn)
-0.2%[57.5 µM] | CCOC(=O)c1nc(C)c(C(C)=O)s1
-1.4% | O=c1[nH]c(CN2CCN(c3ccccc3)CC2)nc2scc(-c3ccccc3)c12
-24.2%[57.5 µM] | CN1CCSc2ccc(C(=O)Nc3cccc(F)c3)cc21
-4.6% | CCCCc1ccc(NC(=S)NCCCN2CCOCC2)cc1
-11.8% | COC(=O)c1ccccc1NC(=S)NC(C)=O
2.0%[57.5 µM] | C/C(=N\NC(=O)c1nnn(-c2nonc2N)c1COc1ccc(F)cc1)c1ccc(Cl)cc1
-4.5% | Cc1nc(N/N=C/c2ccccn2)sc1C
-6.3% | O=C(O)c1ccc(-c2nc(-c3ccccc3)c(-c3ccccc3)[nH]2)cc1
3.1% | COc1ccc(-c2oc3ccc(C)cc3c(=O)c2O)cc1OC
3.9% | O=C(C[n+]1ccc2ccccc2c1)c1cccc2ccccc12
-2.4% | O=C(NCC1CCCO1)c1cc(C(=O)C2CCCCC2)c[nH]1 (stereo not drawn)
-3.0%[57.5 µM] | COc1ccc(CC2(CO)CCN(C(C)Cc3ccc(Cl)cc3)CC2)cc1 (stereo not drawn)
24.9% | Cc1ccccc1Nc1nnc(SCC(=O)Nc2ccccc2[N+](=O)[O-])s1
-3.0%[57.5 µM] | COc1ccccc1N1CCN(C2CCN(S(=O)(=O)c3ccc(C)cc3)CC2)CC1
-12.7% | O=C(Nc1ccccn1)c1cc(-c2cccc(Cl)c2)nc2ccccc12
2.4% | Cn1nnnc1SCC(=O)N1CCN(S(=O)(=O)c2ccc(Cl)cc2)CC1
0.2%[57.5 µM] | COc1ccc(Oc2ccc(-c3ccn[nH]3)cc2)cc1
-8.7%[57.5 µM] | COc1ccc(Cc2c3cc(OC)c(OC)cc3cc[n+]2C)cc1OC
-3.8% | CCN(CC)S(=O)(=O)c1ccc(N(C)CCc2ccc(OC)c(OC)c2)nc1
-2.2% | N#Cc1cnn2ccc(-c3ccc4c(c3)CCC4)nc12
? | C=CCN1C(=O)c2cccc3c(N4CCCCC4)ccc(c23)C1=O
7.8% | O=C(Nc1ccc(F)cc1)N1CCC(c2nc3c(nnn3Cc3ccccc3Cl)c(=O)[nH]2)CC1
-1.9% | O=S(=O)(Nc1nc2cc3c(cc2nc1Cl)OCCO3)c1ccccc1
-13.5%[57.5 µM] | COc1cc(/C=C/C(=O)N2CCN(C)CC2)cc(S(=O)(=O)N2CCc3ccccc32)c1OC
-4.5% | CC(=O)c1cnc(-c2ccccn2)s1
0.7% | C=CCn1c(=NC(=O)c2ccccc2[N+](=O)[O-])sc2cc(S(C)(=O)=O)ccc21
0.3% | CCCCn1c(=O)[nH]c(=O)c2c(C(=O)OCC)cc(-c3ccc(OC(F)F)cc3)nc21
7.1% | COc1ccc2c(c1)cc(C(O)c1ccccn1)n2S(=O)(=O)c1ccccc1 (stereo not drawn)
4.4% | Cc1ccc(N/C(=C\C(=O)c2ccccc2)C(=O)O)cc1
3.2%[57.5 µM] | O=C(c1ccccc1F)N1CCN(c2ccc([N+](=O)[O-])cc2-n2cccc2)CC1

# 6 entries drawn at random from the list so far:
ERK EGF inh | Molecule
7.1% | COc1ccc2c(c1)cc(C(O)c1ccccn1)n2S(=O)(=O)c1ccccc1 (stereo not drawn)
-13.5%[57.5 µM] | COc1cc(/C=C/C(=O)N2CCN(C)CC2)cc(S(=O)(=O)N2CCc3ccccc32)c1OC
0.3% | CCCCn1c(=O)[nH]c(=O)c2c(C(=O)OCC)cc(-c3ccc(OC(F)F)cc3)nc21
-1.9% | O=S(=O)(Nc1nc2cc3c(cc2nc1Cl)OCCO3)c1ccccc1
4.4% | Cc1ccc(N/C(=C\C(=O)c2ccccc2)C(=O)O)cc1
0.7% | C=CCn1c(=NC(=O)c2ccccc2[N+](=O)[O-])sc2cc(S(C)(=O)=O)ccc21

# Continuation:
ERK EGF inh | Molecule
9.8% | O=C(Nc1ccn(Cc2ccccc2)n1)c1cccc(Cn2cc([N+](=O)[O-])cn2)c1
10.5% | CCCCC/C=C\C\C=C/C=C/C=C/[C@@H](SCC(NC(C)=O)C(=O)O)[C@@H](O)CCCC(=O)O (stereo partly drawn)
13.7%[57.5 µM] | C/C(CC(=O)Nc1ccc2c(c1)OCO2)=N\NC(=O)c1ccccc1N
5.8%[57.5 µM] | Cc1cc(C(=O)Nc2ccccc2)oc(=O)c1
1.6% | Cc1ccnc(NS(=O)(=O)c2ccc(NC(=O)/C=C/c3cccs3)cc2)n1
4.9% | CN1C2CCC1/C(=C/c1cccn1C)C(=O)/C2=C\c1cccn1C
-0.8% | CC(C)(C)c1cc(=O)n(-c2ccccc2)[nH]1
5.2% | O=C(COC(=O)CSc1ccc2ccccc2c1Br)NC1CC1
5.3%[57.5 µM] | CC(=O)c1ccc(N2CCN(C(=O)c3ccc4c(Cl)c5c(nc4c3)CCCC5)CC2)cc1
4.3% | CCOc1ncccc1C(=O)OCC(=O)Nc1cccc(S(N)(=O)=O)c1
0.8%[57.5 µM] | Cc1ccc(NC(=O)CN(C)Cc2ccc(Cl)cc2)cc1
25.3%[57.5 µM] | O=C(CN1C(=O)C2C3C=CC(C3)C2C1=O)Nc1ccc(S(=O)(=O)Nc2nccs2)cc1 (stereo not drawn)
-3.8%[57.5 µM] | OC(C#CCCN1CCCCC1)(c1ccccc1)c1ccccc1
-5.1% | NC(=O)CCC1NC(=S)N(Cc2ccccc2)C1=O (stereo not drawn)
-3.6% | O=S(=O)(NCC(c1cccnc1)N1CCOCC1)c1ccccc1 (stereo not drawn)
3.8% | O=C(CCCN=C1NS(=O)(=O)c2ccccc21)OCc1cc([N+](=O)[O-])cc2c1OCOC2
7.3% | Brc1cccc(Cn2c(-c3cncs3)nc3ccccc32)c1
5.8% | NCCOc1cnn(-c2ccccc2Cl)c(=O)c1Cl
-3.4% | CC(NS(=O)(=O)c1cccc(Cl)c1)C(=O)N(C)C1CCN(C)CC1 (stereo not drawn)
5.8% | CCOc1cc(N2CCOCC2)c(OCC)cc1NC(=O)c1ccccc1C
-9.4% | COc1ccc(NC(=O)N2CC[C@@]3(CCCN(C(=O)c4ccc(OC)cc4)C3)C2)cc1
2.5% | Cc1ccc(S(=O)(=O)N2CCC(=O)N(CCOCc3ccccc3C)CC2)cc1
3.8% | COc1cc2c(cc1OC)C(=O)NCC(C)(C)O2
? | C=CCN1C(=O)N/C(=C/c2ccc(N3CCOCC3)o2)C1=O
-7.4% | N#Cc1ccc(CN2CCC3(CC2)CCN(C(=O)c2cc(C(F)(F)F)cc(C(F)(F)F)c2)CC3)cc1
4.8% | O=C(CSc1nc2ccsc2c(=O)n1NC(=O)c1ccccc1)Nc1nccs1
-0.1% | COC(=O)c1ccc(N2NC(=O)/C(=C/c3ccc(-c4ccc(Cl)c(C(=O)O)c4)o3)C2=O)cc1
-2.1% | O=C(NCC1OCCCN1S(=O)(=O)c1cc(F)ccc1F)C(=O)NC1CCCCC1 (stereo not drawn)
-4.8% | CCN(CC)CCOC(=O)c1ccc(NC(=O)CNC(=O)c2ccccc2)cc1
-7.3%[57.5 µM] | Nc1c2c(nc3ccccc13)CCCC2=O
2.1%[57.5 µM] | COc1ccc(NC(=O)C2CCC(CNc3c(N4CCCCC4)c(=O)c3=O)CC2)c(OC)c1 (stereo not drawn)
-6.1%[57.5 µM] | COCCCN(CCC#N)C(=O)c1c(-c2c(Cl)cccc2Cl)noc1C
8.6% | CCOc1ccc(NC(=O)c2ccc(NCC(=O)N3CCCCCC3)cc2)cc1
-5.6% | Cn1c(Cl)c(/C=N/OC(=O)C2CC2)c2ccccc21
10.2% | CC(C)c1ccc(S(=O)(=O)N2CCN(C(=S)NCc3ccco3)CC2)cc1
1.7%[57.5 µM] | C=C(C)C(=O)Nc1cccc(C2=NOC3(C2)C[C@H](C(N)=O)N(C(=O)c2ccccc2C(=O)c2ccccc2)C3)c1 (stereo partly drawn)
-0.5% | CCn1c(-c2ccccc2SC)n[nH]c1=S
4.6% | c1ccc2sc(NCC3CCCO3)nc2c1 (stereo not drawn)
-0.5% | CN1CCC(N(C)C(=O)c2sc3cc(F)ccc3c2Cl)CC1
2.5% | NS(=O)(=O)c1ccc(NC(=S)Nc2cc(Cl)c(Cl)cc2Cl)cc1
-1.1%[25.7 µM] | C[C@H]1CC[C@]2(OC1)O[C@@H]1C[C@@H]3[C@@H]4CC[C@H]5C[C@@H](O)CC[C@]5(C)[C@@H]4CC(=O)[C@@]3(C)[C@H]1[C@@H]2C
0.7% | CC(C)[C@H](NC(=O)c1ccccc1)C(=O)O
6.0%[57.5 µM] | CCN(CC)C(=O)CSc1nnc2nnc3cc(OC)ccc3n12
-20.4%[57.5 µM] | COc1cc(OC)c2ccc(=O)oc2c1C(CCN1CCCC(C)C1)c1ccc(N(C)C)cc1 (stereo not drawn)
-0.8% | CCOC(=O)C1CCCN(C(=O)/C=C/c2ccc(OC)cc2)C1 (stereo not drawn)
6.0% | NC(=O)CSc1nc2ccccc2c(=O)n1Cc1ccco1
5.2% | CCC(C)N(C(=O)COC(=O)C1C(C(=O)OC)=C(C)NC(C)=C1C(=O)OC)C1CCS(=O)(=O)C1 (stereo not drawn)
-7.8% | Cc1cccn2c(CN(C)C3CCOC3)c(C(=O)N3CCCCC3)nc12 (stereo not drawn)
8.0% | N#CC(C#N)=C(N)/C(C#N)=C/c1ccc(O)cc1
1.0% | COc1ccc(C(=O)NNC(=O)C(C)NC(=O)c2ccccc2NC(=O)c2ccco2)cc1 (stereo not drawn)
5.8% | Cc1nc2sc(C(=O)c3ccccc3)c(N)c2c2c1CCCC2
0.7% | COc1cccc(-c2cc(=O)c3cc(O)ccc3o2)c1
0.7% | Cc1cccc(NC(=O)C2CC(=O)N/C(=N/N=C/c3ccco3)S2)c1 (stereo not drawn)
? | Cc1c(O)ccoc1=O
? | Cn1cc(C(=O)c2ccc(Cl)cc2Cl)cc1C(=O)N/N=C(\N)COc1ccc(Cl)cc1
-1.3% | Cc1onc(-c2ccccc2Cl)c1C(=O)Nc1ncn[nH]1

# (listing goes on)
ERK EGF inh | Molecule
8.5% | Cn1cccc1C(=O)N1CCC2(CCCN(Cc3ccc(C#N)cc3)C2)CC1
1.7% | CN1C=CC=C/C1=C1\SC(=S)N(N)C1=O
? | O=C1NC(=S)S/C1=C\c1ccc(SCc2ccccc2)o1
10.5% | C/C=C/C(=O)Nc1cccc(C(F)(F)F)c1
-6.7% | Cc1cccc(OCC(=O)Nc2ccc(C(=O)c3ccc(C(=O)O)cc3)cc2)c1
-9.7%[57.5 µM] | CCO[C@@H]1OC(C(=O)N2CCN(Cc3ccc4c(c3)OCO4)CC2)=C[C@H](C)[C@H]1CCCO
9.3%[57.5 µM] | Cc1noc(C)c1COC(=O)C1CCN(C(=O)c2ccc(Cl)cc2)CC1
0.2% | COc1ccc(C2NCCc3sccc32)cc1 (stereo not drawn)
2.3% | Fc1ccc(Nc2c(-c3ccco3)nc3ccccn23)cc1
-2.9% | Cc1noc(C)c1COC(=O)c1cccnc1Cl
6.2%[57.5 µM] | CCCS(=O)(=O)c1nc(S(=O)(=O)c2ccc(C)cc2)c(NCCCN(C)C)s1
5.1% | Cc1cc(-n2c(C)cc(C(=O)CSc3nnnn3-c3ccc(Cl)cc3)c2C)no1
-6.2% | CCS(=O)(=O)c1ccc2c(c1)NC(=O)C(CCO)O2 (stereo not drawn)
-3.4%[57.5 µM] | Cc1nn(-c2ccccc2)c(Cl)c1/C=C1\SC(=S)N(CCCCCC(=O)O)C1=O
8.6% | CCCCSCCCNC(=O)Nc1ccc(CC)cc1
? | Cc1cc(C)n2nc(/C(C#N)=C/c3ccccn3)c(C#N)c2n1
-3.8% | COc1ccc(NC(=O)COC(=O)c2cc(SC)ccc2Cl)c(OC)c1
2.4% | O=C(CSc1ccccn1)N/N=C/c1cccc([N+](=O)[O-])c1
0.3%[57.5 µM] | COc1ccccc1OC(C)C(=O)NNC(=S)NC1CCCC1 (stereo not drawn)
-3.3% | COc1cc(Cl)c(S(=O)(=O)N2CCCC2)cc1Cl
0.4% | O=C(CN(c1ccc2c(c1)OCCO2)S(=O)(=O)c1ccccc1)N1CCN(Cc2ccccc2)CC1
2.0% | CCN(c1cccc(C)c1)S(=O)(=O)c1ccc2c3c(cccc13)C(=O)N2
? | O=C(Nc1ccc([N+](=O)[O-])cc1)Nc1ccc2c(c1)OCCO2
-10.9% | NS(=O)(=O)c1cc2c(cc1Cl)NC=NS2(=O)=O
-20.1% | CCc1cccc(NC(=S)Nc2ccc(CN3CCOCC3)cc2)c1
-0.9% | CS(=O)(=O)N1CCN(c2ccc(NC(=S)NC(=O)c3cccs3)cc2)CC1
6.5% | COc1ccc(C(O)P(=O)(OCC(C)C)OCC(C)C)c(OC)c1 (stereo not drawn)
-1.6% | Cc1cc(/C=C(\C#N)C(=O)O)c(C)n1C1CC1
-4.1% | CCSc1nnc(NC(=O)CSc2nc3c(c(=O)n2-c2ccccc2OC)SCC3)s1
7.4% | COc1cc([N+](=O)[O-])cc(/C=N/NC(=O)CC#N)c1O
2.7% | Cc1ccccc1C(=O)NNC(=O)CSc1nc(-c2ccccc2)cc(=O)[nH]1
-0.7% | COc1ccc(C(C(=O)NC2CCCC2)N(CC2CCCO2)C(=O)Cn2nnc(-c3ccc(C)o3)n2)cc1 (stereo not drawn)
6.3% | O=C1CN(C(=O)COC(=O)/C=C/c2ccco2)c2ccccc2N1

# Compounds above containing a tert-butyl group (2):
ERK EGF inh | Molecule
5.2% | COc1cc(C(=O)NC(CCSC)C(=O)OCC(=O)C(C)(C)C)cc(OC)c1OC (stereo not drawn)
-0.8% | CC(C)(C)c1cc(=O)n(-c2ccccc2)[nH]1

# Compound activity deposited in PubChem by National Center for Advancing Translational Sciences (NCATS).
